Bioassay records deposited in PubChem by Broad Institute.
T cruzi growth: T. cruzi intracellular proliferation inhibitors, primary screen, cell-based, beta-gal Tulahuen parasites, NIH3T3 host, luminescence | T. cruzi beta-gal in NIH3T3, GalScreen luminescence, 90 h | inhibition, % at 8.34 µM | actives 5.9% (n = 77,000);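 active = mean inhibition above about 93%, with at least 55% of replicates each passing it, limit read from the data, passing the limit was not always enough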
KDM4C inh: inhibitors of GASC-1 (KDM4C) histone demethylase, primary screen, biochemical, single concentration HTS. Lysine-specific demethylase 4C (Homo sapiens), Q9H3R0. GST-KDM4C 2-372, H3K9me3 peptide, LANCE TR-FRET. inhibition, % at 12.5 µM. actives 0.15% (n = 96,000). AID 720574, 2013;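 active = mean replicate inhibition above about 25%, with at least 55% of replicates also reaching it, limit read from the data, passing the limit was not always enough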
Target sequence (Q9H3R0 2-372 limits assumed): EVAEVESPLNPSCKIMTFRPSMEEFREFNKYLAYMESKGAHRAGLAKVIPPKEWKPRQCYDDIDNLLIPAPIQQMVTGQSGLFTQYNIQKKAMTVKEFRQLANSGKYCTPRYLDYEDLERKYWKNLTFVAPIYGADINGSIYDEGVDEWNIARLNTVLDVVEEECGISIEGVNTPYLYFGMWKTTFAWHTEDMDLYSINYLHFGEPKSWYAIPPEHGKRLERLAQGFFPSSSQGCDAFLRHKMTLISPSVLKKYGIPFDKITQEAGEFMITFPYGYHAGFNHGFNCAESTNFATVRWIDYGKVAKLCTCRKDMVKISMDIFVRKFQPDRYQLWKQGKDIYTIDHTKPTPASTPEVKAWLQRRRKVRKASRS
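Test system: N-terminal GST-fused human GASC-1 (KDM4C) fragment, residues 2-372; quantity: GASC-1 enzyme at 10 nM final in reaction; dosing: single dose; schedule: 30 min demethylation and 1 h detection at room temperature; signal: LANCE TR-FRET, excitation 340 nm, emissions 618 and 671 nm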
Pf Dd2 inh: P. falciparum Dd2 growth inhibitors, primary screen, SYBR Green fluorescence, single dose replicates. 72 h; hits give low values. activity change, % at 10 µM. actives 2.3% (n = 94,000); in the data active = activity change below about -80%
C diff growth: C. difficile growth inhibitors, primary screen, HTS; Clostridium difficile clinical isolate growth, OD600, 24 h; hits give low values; growth activity, negative = inhibition, % at 16 µg/mL (by protocol); actives 0.25% (n = 86,000); AID 1259249, 2017;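 active = mean growth activity at or below -80% and every replicate also at or below -80%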;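 also: 0% = DMSO wells and -100% = levofloxacin 16 µg/mL wells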
* hit, by the source's call; nt = not tested or not shown; & = joins results of further samples.

SMILES	T cruzi growth	KDM4C inh	Pf Dd2 inh	C diff growth
COc1cccc(C#Cc2ccc([C@H]3[C@@H](C#N)N[C@@H]3CO)cc2)c1	98.4*	-0.9	-28.7	-15.0
Cc1ccccc1S(=O)(=O)N1C[C@H](O)COC[C@@H]2O[C@H](CC(=O)N3CCC(Cc4ccccc4)CC3)CC[C@H]21	50.3	1.7	-20.6	-13.0
CC(C)CC#Cc1cnc2c(c1)C(=O)N([C@H](C)CO)C[C@H](C)[C@@H](CN(C)Cc1ccccc1)O2	34.4	-0.4	-14.8	-2.0
Cc1cccc(-c2ccc([C@H]3[C@H](CO)N4CCCCN(S(=O)(=O)c5cccs5)C[C@@H]34)cc2)c1	114.7*	-0.8	-8.2	-0.9
CCC(=O)N(CC)C[C@@H]1[C@@H](c2ccc(-c3cccnc3)cc2)[C@H](CO)N1C(C)=O	-15.7	-0.6	-0.3	3.1
O=C(C[C@@H]1CC[C@@H]2[C@H](COC[C@@H](O)CN2C(=O)c2ccccn2)O1)NC1CCC1	nt	0.4	-3.1	10.8&6.3
C[C@@H]1CN([C@H](C)CO)C(=O)c2cccc(NC(=O)C3CCCCC3)c2O[C@H]1CN(C)C(=O)Nc1ccccc1	36.6	-0.6	-16.2	5.9
Cc1noc(C)c1S(=O)(=O)N(C)C[C@H]1Oc2ccc(NC(=O)CCC(F)(F)F)cc2CC(=O)N([C@H](C)CO)C[C@H]1C	16.9	-0.7	24.8	2.2
CO[C@H]1CN(C)C(=O)c2cc(NC(=O)C3CCCCC3)ccc2OC[C@H](C)NC[C@H]1C	106.8*	0.2	-5.3	nt
C[C@H]1CN([C@@H](C)CO)C(=O)CCCn2cc(nn2)CO[C@@H]1CN(C)Cc1ccncc1	3.0	1.8	8.3	nt
CN1C(=O)c2cc(NC(=O)C3CCOCC3)ccc2OC[C@@H]2O[C@@H](CC(=O)NCCc3ccncc3)CC[C@H]21	-46.8	-3.9	nt	-0.2
C/C=C/c1cnc2c(c1)C(=O)N([C@H](C)CO)C[C@H](C)[C@@H](CN(C)Cc1ccccc1F)O2	nt	1.0	-7.8	-0.1
C[C@H]1CN([C@@H](C)CO)C(=O)c2cccc(NS(=O)(=O)c3ccc(Cl)cc3)c2O[C@@H]1CN(C)C(=O)Nc1cccc2ccccc12	-25.5	2.2	-11.0	2.5
COCCNC(=O)C[C@H]1C[C@H]2c3cc(NC(=O)Nc4ccccc4)ccc3O[C@H]2[C@@H](CO)O1	52.3	0.5	-0.1	-2.1
CN(C)CC(=O)Nc1ccc2c(c1)[C@H]1C[C@@H](CC(=O)NCc3ccncc3)O[C@@H](CO)[C@H]1O2	-8.3	0.7	8.2	1.1
O=C(N[C@H]1C=C[C@@H](CC(=O)N2CCOCC2)O[C@H]1CO)c1ccccn1	-10.5	-0.4	33.4	0.3
CC(C)C#Cc1ccc2c(c1)O[C@H](CN(C)C(=O)CC1CC1)[C@H](C)CN([C@H](C)CO)S2(=O)=O	68.7	-1.1	-19.3	-0.9
C[C@@H]1CN([C@H](C)CO)C(=O)c2cc(C#CCc3ccccc3)cnc2O[C@@H]1CN(C)C(=O)C1CC1	41.1	0.5	-20.3	nt
COc1ccc(S(=O)(=O)N(C)C[C@@H]2Oc3ccc(NC(=O)CCCN(C)C)cc3CC(=O)N([C@H](C)CO)C[C@H]2C)cc1	nt	3.5	4.4	-6.7
C[C@H]1CN([C@@H](C)CO)C(=O)c2cc(NC(=O)Nc3ccc(C(F)(F)F)cc3)ccc2O[C@H]1CN(C)S(C)(=O)=O	nt	0.4	-4.3	4.0
CS(=O)(=O)Nc1ccc2c(c1)[C@@H]1C[C@@H](CC(=O)N3CCCCC3)O[C@H](CO)[C@@H]1O2	-60.1	-0.1	-1.1	-3.3
O=C(NCC1CC1)[C@H]1[C@H](CO)[C@H]2Cn3c(ccc(-c4cccnc4)c3=O)[C@@H]1N2C(=O)C1CCC1	76.3	2.9	9.7	-3.0
C[C@@H]1CN([C@@H](C)CO)C(=O)CCCn2cc(nn2)CO[C@@H]1CN(C)C(=O)Oc1ccccc1	56.2	-0.4	8.2	-1.7
COc1ccc(NC(=O)Nc2ccc3c(c2)C(=O)N([C@H](C)CO)C[C@H](C)[C@H](CN(C)CC2CCCCC2)O3)cc1	-8.0	-1.3	14.8	18.5
O=C(C[C@H]1C=C[C@@H](NS(=O)(=O)c2cccc(F)c2)[C@@H](CO)O1)NCc1ccc2c(c1)OCO2	nt	1.6	30.0	39.0
C[C@H]1CCCCO[C@H](CN(C)C(=O)Nc2ccc3c(c2)OCO3)[C@@H](C)CN([C@@H](C)CO)C(=O)c2cc(NC(=O)Nc3ccc(F)cc3)ccc2O1	72.4	-1.4	-65.3	-2.8
CCCN1[C@H](C(=O)NC2CCC2)[C@@H](CO)[C@@H]2Cn3c(ccc(-c4ccccc4F)c3=O)[C@@H]21	5.6	2.3	3.0	14.4
COc1ccc(-c2cnc3c(c2)C(=O)N([C@H](C)CO)C[C@@H](C)[C@@H](CN(C)C(=O)CN(C)C)O3)cc1	51.1	-0.1	-36.3	-1.7
C[C@@H]1CCCCO[C@H](CN(C)C)[C@@H](C)CN([C@H](C)CO)C(=O)c2cc(NS(=O)(=O)c3cccs3)ccc2O1	29.4	0.7	59.0	2.6
Cc1ccc(S(=O)(=O)N[C@H]2CC[C@H](CCNC(=O)C3CCOCC3)O[C@@H]2CO)cc1	-9.6	-0.2	-1.9	-1.3
COc1ccc(NC(=O)N2C[C@@H](O)COC[C@H]3O[C@@H](CC(=O)NCc4ccccc4OC)CC[C@@H]32)cc1	12.7	0.4	-2.6	nt
CO[C@H]1CN(C)C(=O)c2cc(NS(=O)(=O)c3cccc(Cl)c3)ccc2OC[C@H](C)NC[C@H]1C	-3.6	5.3	-6.8	nt
CO[C@@H]1CN(C)C(=O)c2ccc(NS(C)(=O)=O)cc2OC[C@@H](C)N(C(=O)C2CCOCC2)C[C@@H]1C	17.2	5.4	0.5	nt
CCCC#Cc1ccc2c(c1)[C@@H]1[C@@H](CCN1S(=O)(=O)c1ccccc1)[C@@H](CO)N2C	32.4	-0.6	-6.8	-18.3
C[C@H]1CN([C@@H](C)CO)C(=O)c2cccc(NC(=O)C3CC3)c2O[C@@H]1CN(C)C(=O)Nc1ccccc1	-10.7	-1.3	41.6	-4.8
CCCNC(=O)C[C@@H]1CC[C@H]2[C@@H](COC[C@@H](O)CN2C(=O)c2ccccn2)O1	2.3	-1.5	6.9	nt
Cc1noc(C)c1S(=O)(=O)Nc1ccc2c(c1)C(=O)N([C@H](C)CO)C[C@H](C)[C@@H](CN(C)C(=O)CCC(F)(F)F)OCCCC[C@@H](C)O2	-12.9	-0.4	-15.4	-0.4
CNC(=O)C[C@@H]1CC[C@H]2[C@@H](COC[C@@H](O)CN2Cc2ccc(Cl)c(Cl)c2)O1	17.5	2.7	26.0	1.1&-7.7
CCS(=O)(=O)N1CC2(C1)CN(S(=O)(=O)c1ccccc1)[C@@H](CO)c1c2c2ccc(OC)cc2n1C	nt	-0.6	-57.2	-4.6
CNC(=O)C[C@@H]1CC[C@H]2[C@H](COc3ccc(NC(=O)Nc4ccccc4)cc3C(=O)N2C)O1	6.3	2.1	1.5	-2.6
CC(C)NC(=O)N1CCCCN2[C@H](CO)[C@@H](c3ccc(C#CC4CC4)cc3)[C@H]2C1	86.7	0.0	2.0	1.9
COc1ccc(S(=O)(=O)N(C)C[C@H]2Oc3ccc(NC(=O)NC4CCCCC4)cc3CC(=O)N([C@H](C)CO)C[C@@H]2C)cc1	-1.7	-0.8	-65.9	-5.1
C[C@@H]1CN([C@@H](C)CO)C(=O)c2c(c3ccccc3n2C)-c2ccccc2CO[C@H]1CN(C)S(=O)(=O)c1ccc([N+](=O)[O-])cc1	nt	-1.2	-76.3	-28.2
COCC(=O)Nc1ccc2c(c1)C(=O)N(C)[C@@H]1CC[C@@H](CC(=O)NCCCN(C)C)O[C@@H]1CO2	-11.0	5.7	7.6	-5.6
O=C(N[C@H]1CC[C@@H](CCNS(=O)(=O)c2ccc(F)cc2)O[C@H]1CO)C1CCCC1	nt	4.6	17.2	-0.4
COc1ccc(NC(=O)Nc2ccc3c(c2)CC(=O)N([C@H](C)CO)C[C@H](C)[C@H](CN(C)C(=O)Nc2ccc(C(F)(F)F)cc2)O3)cc1	43.8	-3.9	18.9	-13.6
C[C@H](CO)N1C[C@H](C)[C@H](CN(C)S(=O)(=O)c2ccc(Cl)cc2)Oc2ccc(NC(=O)Nc3cccc4ccccc34)cc2CC1=O	43.7	0.9	-53.5	-6.5
C[C@H]1CN([C@@H](C)CO)C(=O)Cc2cc(NS(=O)(=O)c3cn(C)cn3)ccc2O[C@@H]1CN(C)Cc1ccc(C(=O)O)cc1	19.6	-1.5	28.4	-2.9
CN(C)C(=O)c1ccc(-c2ccccc2[C@H]2[C@@H](C#N)N(C(=O)C3CCCC3)[C@@H]2CO)cc1	nt	0.0	-60.2	-3.1
C[C@@H]1CN([C@@H](C)CO)C(=O)c2cc(NC(=O)C3CC3)ccc2O[C@@H]1CN(C)C(=O)NC1CCCCC1	65.8	0.1	-34.1	1.4

Some of these compounds in order of SMILES length, falling:
SMILES	T cruzi growth	KDM4C inh	Pf Dd2 inh	C diff growth
COc1ccc(NC(=O)Nc2ccc3c(c2)CC(=O)N([C@H](C)CO)C[C@H](C)[C@H](CN(C)C(=O)Nc2ccc(C(F)(F)F)cc2)O3)cc1	43.8	-3.9	18.9	-13.6
C[C@H]1CN([C@@H](C)CO)C(=O)c2cccc(NS(=O)(=O)c3ccc(Cl)cc3)c2O[C@@H]1CN(C)C(=O)Nc1cccc2ccccc12	-25.5	2.2	-11.0	2.5
Cc1noc(C)c1S(=O)(=O)N(C)C[C@H]1Oc2ccc(NC(=O)CCC(F)(F)F)cc2CC(=O)N([C@H](C)CO)C[C@H]1C	16.9	-0.7	24.8	2.2
Cc1ccccc1S(=O)(=O)N1C[C@H](O)COC[C@@H]2O[C@H](CC(=O)N3CCC(Cc4ccccc4)CC3)CC[C@H]21	50.3	1.7	-20.6	-13.0
C[C@@H]1CN([C@H](C)CO)C(=O)c2cccc(NC(=O)C3CCCCC3)c2O[C@H]1CN(C)C(=O)Nc1ccccc1	36.6	-0.6	-16.2	5.9
C[C@@H]1CN([C@@H](C)CO)C(=O)c2cc(NC(=O)C3CC3)ccc2O[C@@H]1CN(C)C(=O)NC1CCCCC1	65.8	0.1	-34.1	1.4
CS(=O)(=O)Nc1ccc2c(c1)[C@@H]1C[C@@H](CC(=O)N3CCCCC3)O[C@H](CO)[C@@H]1O2	-60.1	-0.1	-1.1	-3.3
COCCNC(=O)C[C@H]1C[C@H]2c3cc(NC(=O)Nc4ccccc4)ccc3O[C@H]2[C@@H](CO)O1	52.3	0.5	-0.1	-2.1
O=C(C[C@@H]1CC[C@@H]2[C@H](COC[C@@H](O)CN2C(=O)c2ccccn2)O1)NC1CCC1	nt	0.4	-3.1	10.8&6.3
O=C(N[C@H]1CC[C@@H](CCNS(=O)(=O)c2ccc(F)cc2)O[C@H]1CO)C1CCCC1	nt	4.6	17.2	-0.4
COc1cccc(C#Cc2ccc([C@H]3[C@@H](C#N)N[C@@H]3CO)cc2)c1	98.4*	-0.9	-28.7	-15.0

(next part)
SMILES	T cruzi growth	KDM4C inh	Pf Dd2 inh	C diff growth
N#Cc1ccc(-c2ccc3c(c2)[C@@H]2[C@@H](CCN2C(=O)Cc2ccccc2)[C@H](CO)N3)cc1	90.9	-1.5	-19.4	2.3
CC(C)NC(=O)N(C)C[C@H]1OCc2ccccc2-c2c(n(C)c3ccccc23)C(=O)N([C@@H](C)CO)C[C@H]1C	-27.3	1.1	-8.1	nt
CC(C)NC(=O)NCC[C@H]1CC[C@@H](NS(=O)(=O)c2ccc(Oc3ccccc3)cc2)[C@H](CO)O1	21.9	0.2	8.3	nt
C[C@H](CO)N1C[C@H](C)[C@H](CN(C)Cc2ccc(C(=O)O)cc2)Oc2ccc(NC(=O)C3CC3)cc2C1=O	-19.4	2.3	12.5	2.0
